Neddylation inh = cullin neddylation inhibition; TR-FRET cullin neddylation, biochemical; calls only at 25 µM; 0.58% of 360,000 active; AID 651699; in the data active = inhibition above about 36%
MT1-MMP act inh = inhibitors of human MT1-MMP activation. P50281. HT1080 RFP-PRO-GFP cells, GFP/RFP ratio fluorescence, overnight; percent of plate control window, DMSO zero. GFP/RFP ratio change, % at 20 µM. 0.061% of 360,000 active. AID 651647;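 active = GFP/RFP ratio change of at least 30% with cell ATP level not reduced by more than half and red fluorescence within 50% of control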; also: strong numbers were not always called active
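Test system: HT1080 RFP-PRO-GFP cells; Benchmarks: DMSO and RFP-L50D-GFP cell wells; Timing: cells overnight before dosing, compound overnight, 37 °C, 5% CO2; Compound: one 20 µM compound dose with 1% DMSO; Read-out: GFP/RFP fluorescence ratio.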
Rin1-Abl PPI inh = inhibitors of human Rin1-Abl protein interaction. P00519+Q13671. TR-FRET Rin1/Abl binding, biochemical. inhibition, % at 7.35 µM. 0.4% of 360,000 active; in the data active = inhibition above about 5%, passing the limit was not always enough
FAS TE block = blocks the thioesterase domain of human fatty acid synthase | recombinant FAS-TE, OMFH fluorogenic substrate, fluorescence endpoint | 0.67% of 360,000 active | P49327 | AID 602261 | inhibition, % at 15 µM;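 active = compounds whose normalised, plate-corrected inhibition of enzyme fluorescence in the single-dose primary screen is 50% or more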;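 also: 0% = DMSO with enzyme and 100% = substrate without enzyme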
MLLE-PAM2 inh = inhibitors of microRNA-mediated deadenylation, human PABP1 MLLE binding | P11940 | GST-MLLE / FITC-PAM2 fluorescence polarization | inhibition, % at 20 µM | 0.36% of 360,000 active | AID 588489; in the data active = inhibition above about 35%, passing the limit was not always enough;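 also: plate controls were DMSO wells with GST-MLLE for no effect and wells lacking GST-MLLE protein for full effect; some results filed as inactive read as strong as hits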
SKN-1 inh = C. elegans SKN-1 inhibition | inhibition, % at 21.8 µM | C. elegans VP596 Pgst-4::GFP/RFP ratio, acrylamide-induced, 24 h | 0.49% of 360,000 active;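 active = interference check ratio from 0.5 to 1.5 plus GFP to RFP signal ratio inhibition reaching or exceeding a fixed threshold, cut at about 30% in these data, passing the limit was not always enough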; also: some compounds called inactive have numbers as strong as hits
CendR NRP1 mod = alters CendR peptide binding to human NRP-1; FAM-RPARPAR peptide binding to NRP-1, fluorescence polarization; inhibition, % at 25 µM; 0.85% of 360,000 active; AID 602438;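 active = inhibition or corrected inhibition above about 18%, plus a signal ratio from 0.5 to 1.5, limit read from the data, passing the limit was not always enough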; also: strong numbers were not always called active
Target sequence (O14786 whole entry, looked up): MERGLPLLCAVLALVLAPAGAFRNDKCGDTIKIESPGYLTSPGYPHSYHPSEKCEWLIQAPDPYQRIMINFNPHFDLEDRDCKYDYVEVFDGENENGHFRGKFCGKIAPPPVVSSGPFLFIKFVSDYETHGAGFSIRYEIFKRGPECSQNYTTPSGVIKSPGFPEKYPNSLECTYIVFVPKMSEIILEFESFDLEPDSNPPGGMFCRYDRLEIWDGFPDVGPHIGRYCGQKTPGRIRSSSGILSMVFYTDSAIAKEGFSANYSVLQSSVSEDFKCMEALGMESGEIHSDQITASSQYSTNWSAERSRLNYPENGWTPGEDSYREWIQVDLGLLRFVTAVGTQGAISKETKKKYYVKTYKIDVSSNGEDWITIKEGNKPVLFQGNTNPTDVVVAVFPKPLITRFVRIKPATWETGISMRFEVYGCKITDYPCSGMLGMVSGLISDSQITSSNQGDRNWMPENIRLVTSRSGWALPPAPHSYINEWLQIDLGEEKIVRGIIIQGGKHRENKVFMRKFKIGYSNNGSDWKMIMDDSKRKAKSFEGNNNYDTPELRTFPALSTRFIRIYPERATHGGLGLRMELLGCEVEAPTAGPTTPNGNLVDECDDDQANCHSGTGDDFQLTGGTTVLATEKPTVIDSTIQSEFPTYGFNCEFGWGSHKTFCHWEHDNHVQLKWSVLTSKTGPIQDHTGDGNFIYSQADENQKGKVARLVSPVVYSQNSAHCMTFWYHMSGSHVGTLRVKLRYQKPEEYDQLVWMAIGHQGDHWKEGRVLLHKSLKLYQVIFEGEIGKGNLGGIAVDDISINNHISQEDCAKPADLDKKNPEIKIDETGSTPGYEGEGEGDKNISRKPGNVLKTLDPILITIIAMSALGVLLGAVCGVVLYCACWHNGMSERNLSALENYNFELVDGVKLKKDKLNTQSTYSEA
MsrA act = activates bovine MsrA enzyme. 0.3% of 360,000 active. AID 602163. activation, % at 10.6 µM. purified bovine MsrA, absorbance read-out; in the data active = activation above about 7.5%;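 also: 0% = vehicle and 100% = reference activator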
E coli Lon inh = inhibitors of E. coli Lon protease; purified E. coli Lon protease, fluorescence polarization; inhibition, % at 7.94 µM; 0.42% of 360,000 active; AID 602123; in the data active = inhibition above about 13%, passing the limit was not always enough;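 also: 0% = enzyme with probe and DMSO and 100% = no enzyme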
An asterisk follows results filed as active; i = inactive; · = no result given. The order is random; 4% or so of the library scored in one or more.

The first four compounds as a preview:
SMILES | Neddylation inh | MT1-MMP act inh | Rin1-Abl PPI inh | FAS TE block | MLLE-PAM2 inh | SKN-1 inh | CendR NRP1 mod | MsrA act | E coli Lon inh
N#Cc1c(-c2ccccc2Cl)c2c([nH]c1=O)-c1ccccc1OC2 | · | 2 | 0 | 1 | -3 | -2 | -28 | -3 | -5
Nc1c(C(=O)NCc2ccco2)nnn1CC(=O)Nc1ccc2c(c1)OCO2 | i | 4 | 1 | -5 | 5 | -4 | 3 | -3 | 9
O=C(NCc1cccc(F)c1)C1CCN(S(=O)(=O)Cc2ccccc2)CC1 | i | -7 | 2 | -2 | 3 | -8 | 0 | -3 | 3
CCOC(=O)c1oc2ccccc2c1NC(=O)c1ccc(S(=O)(=O)N2CCCC2)cc1 | · | -5 | -2 | 0 | 0 | 26 | -7 | -1 | -2

Results, repeating the preview:
SMILES | Neddylation inh | MT1-MMP act inh | Rin1-Abl PPI inh | FAS TE block | MLLE-PAM2 inh | SKN-1 inh | CendR NRP1 mod | MsrA act | E coli Lon inh
N#Cc1c(-c2ccccc2Cl)c2c([nH]c1=O)-c1ccccc1OC2 | · | 2 | 0 | 1 | -3 | -2 | -28 | -3 | -5
Nc1c(C(=O)NCc2ccco2)nnn1CC(=O)Nc1ccc2c(c1)OCO2 | i | 4 | 1 | -5 | 5 | -4 | 3 | -3 | 9
O=C(NCc1cccc(F)c1)C1CCN(S(=O)(=O)Cc2ccccc2)CC1 | i | -7 | 2 | -2 | 3 | -8 | 0 | -3 | 3
CCOC(=O)c1oc2ccccc2c1NC(=O)c1ccc(S(=O)(=O)N2CCCC2)cc1 | · | -5 | -2 | 0 | 0 | 26 | -7 | -1 | -2
COCCN(C(=O)COC(=O)CCSc1ccc(F)cc1)c1c(N)n(Cc2ccccc2)c(=O)[nH]c1=O | i | 0 | 2 | -5 | 18 | 0 | 6 | -1 | -6
COCCCn1c(SCC(=O)NC(C)(C)C)nnc1-c1cccs1 | i | 8 | -4 | -1 | 1 | -8 | 9 | 0 | 6
CCc1cccc(C)c1NC(=O)COC(=O)C1CC(=O)N(CCc2ccc(OC)c(OC)c2)C1 (configuration not stated) | i | 3 | 1 | 1 | -12 | -6 | -1 | -4 | -12
CCOC(=O)c1cnc(SC2CCc3ccccc3C2=O)nc1N (configuration not stated) | i | 4 | 1 | 2 | 13 | 1 | 5 | -5 | -3
Cc1ccccc1COn1nnc2ccc(S(=O)(=O)N3CCOCC3)cc21 | i | 1 | 4 | 0 | 6 | 4 | -1 | -3 | -2
CC(=O)C1CCC2C3CCC4CC(OC(=O)CCC(=O)O)CCC4(C)C3C(=O)CC12C (configuration not stated) | i | -2 | 0 | -1 | -2 | 11 | -9 | 0 | 4
COc1ccc(CN(C)CC(=O)Nc2ccc(SC(F)F)cc2)cc1OC | i | -2 | 4 | 2 | 17 | -14 | 10 | -13 | 11
COc1ccc(CN2CCNC(=O)C2CC(=O)NCCc2cnccn2)cc1C (configuration not stated) | i | 2 | -1 | -1 | 15 | 11 | -8 | -2 | 7
COc1ccc(/C=C/C(=O)NCCSCc2ccco2)cc1OC | i | 0 | -4 | -2 | 16 | 3 | -27 | -4 | 5
Cc1c(C)c2c(c(C)c1O)CCC(C)(C(=O)O)O2 (configuration not stated) | i | -1 | -5 | -4 | 24 | -6 | 4 | -2 | -6
CC1C(C#N)=C(N)OC2=C1C(=O)CC(c1ccccc1)C2 (configuration not stated) | i | 0 | 1 | -5 | -1 | -8 | -10 | 0 | 3
COc1ccc(/C=C(\NC(=O)c2ccc(OC)c(OC)c2)C(=O)N2CCN(C)CC2)cc1 | i | -2 | -1 | -8 | 5 | 9 | -25 | -2 | 2
Cc1ccc(C2(C)NC(=O)N(CC(=O)N3CCN(C(=O)c4cccs4)CC3)C2=O)cc1 (configuration not stated) | i | 1 | 0 | -6 | -9 | 11 | 6 | -2 | -8
COC(=O)c1ccccc1NC(=O)CNC(=O)c1ccc(OC)cc1 | i | 4 | -1 | -4 | 17 | -9 | -6 | -2 | -12
CCCCCCCCN1C(=O)[C@H](CC(=O)NCc2ccccc2)C[C@@]2(C(=O)OCC)CCC=C12 | i | 5 | · | · | · | -3 | 2 | · | ·
CCC(C)NC(=O)C1(O)c2cc(Br)ccc2NC(=O)N1c1cccc(OC)c1 (configuration not stated) | i | -1 | 0 | -3 | -1 | -13 | 4 | -7 | -3
CCCCS(=O)(=O)NC(=O)C1(C)CCN1C(=O)C/C=C/c1ccccc1 (configuration not stated) | i | -1 | 4 | -10 | -10 | 12 | -8 | 1 | -5
Cc1c(Cl)cccc1NC(=O)c1ccco1 | i | 0 | 1 | -3 | -16 | -2 | 7 | -3 | 1
Cc1cccc(C(=O)NC(C(=O)Nc2cccc(S(=O)(=O)N3CCCC3)c2)C(C)C)c1 (configuration not stated) | i | -14 | -1 | 8 | -6 | 2 | -15 | -4 | -1
O=C(O)c1ccc2c(=O)n3cc(C(=O)c4ccccc4O)cc(Cl)c3nc2c1 | i | -8 | -2 | 0 | -29 | 1 | -21 | -2 | 0
COc1cc(C(=O)NC(=S)Nc2ccccc2N2CCOCC2)cc(OC)c1OC | i | 10 | 0 | 20 | 37 | 14 | 15 | -4 | -11
Cc1ccc(S(=O)(=O)NCCC(=O)N2CCN(c3ccccc3)CC2)cc1C | i | 0 | 5 | 6 | 11 | -2 | -9 | -9 | -4
Cc1c(Cc2ccccc2)c(=O)oc2c(O)c(O)ccc12 | · | -16 | -1 | 15 | -1 | 1 | -49 | -5 | 13
CCN(CC)CCn1c(=S)[nH]c2cc(C(=O)NCc3ccccc3Cl)ccc2c1=O | i | 2 | 3 | -4 | -15 | 2 | -2 | -3 | 10
CS(=O)(=O)N1CCN(c2ccccc2F)CC1 | i | 7 | 10 | -5 | -11 | 10 | 7 | 0 | -1
COc1ccc(CN(C)C(=O)c2[nH]c(C)c(C(C)=O)c2C)c(OC)c1OC | i | 0 | 3 | -3 | -14 | 10 | -2 | -1 | 8
CCOc1ccc(NC(=O)C(C)O)c(NS(=O)(=O)c2ccc(CCNC(C)=O)cc2)c1 (configuration not stated) | i | -3 | 3 | -9 | -14 | 5 | 3 | -2 | -5
O=C(O)CCCC(=O)OCCCCc1cccs1 | i | -1 | -2 | 3 | 3 | 8 | 1 | -1 | -3
COc1ccc(C2CC(c3ccccc3O)=NN2C(=O)c2ccccc2)cc1OC (configuration not stated) | i | -3 | 4 | 8 | 3 | -4 | -3 | -9 | 4
Cc1ccc(Cn2c(C)nc3ccc([N+](=O)[O-])cc3c2=O)cc1 | i | 1 | 1 | 75* | -23 | -6 | 2 | -2 | 5
CCN(CCO)c1ccc(-n2c(N)c(C(=O)OC)c3nc4ccccc4nc32)cc1 | i | 3 | -4 | 1 | 7 | 5 | 6 | -3 | 4
Cc1cccc(OCC(=O)OC(C)CN2CCCCC2)c1 (configuration not stated) | i | -1 | 0 | -5 | 2 | 16 | 18 | -2 | -5
O=C(c1cc(-c2ccc(Br)cc2)n[nH]1)N1CCN(C(=O)c2ccccc2Br)CC1 | i | 2 | 2 | 2 | -3 | -12 | -2 | -6 | -2
Cc1cccc(OCC(=O)N2CCC(N3CCOCC3)CC2)c1 | i | 1 | -3 | -2 | 3 | 2 | -8 | -4 | 2
C=CCOc1cccn2c(N(C)C(=O)c3ccncc3)c(CC)nc12 | i | -4 | -3 | -8 | 9 | 21 | 2 | -5 | -6
O=C1NCCN(CC2CCN(CC3CCCC3)CC2)C1=O | i | -1 | -1 | -7 | 11 | -6 | 0 | -8 | 2
COc1ccc(S(=O)(=O)NC(C)C(=O)NCc2cccnc2)cc1C (configuration not stated) | i | -1 | 0 | -7 | 6 | 4 | -1 | -6 | 2
COCCCNCCOCCOc1ccc(C)cc1Br | i | -5 | -2 | -8 | -6 | 1 | -2 | -1 | -16
Cc1ccccc1OCC(=O)N(Cc1cccc(F)c1)C1CCS(=O)(=O)C1 (configuration not stated) | i | -3 | 4 | 2 | -10 | -8 | -8 | -2 | -7
Cc1ccc(/C=C/C(=O)Nc2ccncc2)o1 | i | -6 | -1 | -8 | 13 | 13 | -11 | -7 | -5
COc1ccc(CNC(=O)CSc2ncn[nH]2)cc1 | i | 3 | 0 | -12 | -11 | 5 | -2 | 1 | 3

Part of the list above, as comma-separated lines.
Structure,Neddylation inh,MT1-MMP act inh,Rin1-Abl PPI inh,FAS TE block,MLLE-PAM2 inh,SKN-1 inh,CendR NRP1 mod,MsrA act,E coli Lon inh
COC(=O)c1ccccc1NC(=O)CNC(=O)c1ccc(OC)cc1,i,4,-1,-4,17,-9,-6,-2,-12
Cc1ccc(C2(C)NC(=O)N(CC(=O)N3CCN(C(=O)c4cccs4)CC3)C2=O)cc1 (configuration not stated),i,1,0,-6,-9,11,6,-2,-8
CC(=O)C1CCC2C3CCC4CC(OC(=O)CCC(=O)O)CCC4(C)C3C(=O)CC12C (configuration not stated),i,-2,0,-1,-2,11,-9,0,4

(list continues)
SMILES | Neddylation inh | MT1-MMP act inh | Rin1-Abl PPI inh | FAS TE block | MLLE-PAM2 inh | SKN-1 inh | CendR NRP1 mod | MsrA act | E coli Lon inh
O=[N+]([O-])/C(=C\Nc1ccc(F)cc1F)S(=O)(=O)c1ccccc1 | i | -2 | 1 | -1 | -7 | 4 | 8 | 0 | -5
CCNC(=S)NNC(=O)c1cc(-c2cccc(C)c2)nc2ccccc12 | i | 9 | 1 | -2 | 26 | 3 | 15 | -2 | -2
CCc1ccc(NC(=O)C(CC)Sc2nc3cc4c(cc3c(=O)n2Cc2ccco2)OCO4)cc1 (configuration not stated) | i | -8 | -1 | 3 | -9 | 34 | -16 | -3 | -1
O=C(COc1ccccc1Cl)Nc1ccc(CN2CCOCC2)cc1 | i | 9 | 1 | -3 | 12 | 5 | -1 | -9 | -12
CC12CN3CC(C)(CN(C1)C3c1ccc3c(c1)OCO3)C2 (configuration not stated) | i | 1 | 0 | -7 | 2 | -4 | -3 | -3 | -3
CC1CCN(S(=O)(=O)c2ccc(S(=O)(=O)NCC3COCCO3)cc2)CC1 (configuration not stated) | i | 2 | -1 | -22 | 3 | 22 | -3 | -2 | -7
Cc1ccc(C(=O)Nc2cccc(C(=O)N3CCN(C)CC3)c2)cc1 | i | 3 | 0 | -10 | -4 | 14 | 7 | -10 | -8
COc1ccccc1/C(C)=N/NC(=O)c1nnn(-c2nonc2N)c1C(C)C | i | 0 | -2 | 2 | 6 | 2 | 10 | -3 | -2
CC(C)CNc1ncnc2c1ncn2[C@H]1CN(Cc2ccco2)C[C@@H](CO)O1 | i | -3 | 0 | -7 | -4 | 2 | 1 | -3 | 3
CN1CCN(C(=O)/C(=C\c2cccs2)NC(=O)c2cccs2)CC1 | i | 0 | -1 | -8 | 5 | 11 | -13 | -3 | 3
CC1Cc2cc(S(=O)(=O)NCCC(=O)N(C)Cc3ccccc3)ccc2N1C(=O)C1CC1 (configuration not stated) | i | 0 | 0 | -1 | 7 | 6 | 9 | -3 | 4
CCc1ccccc1N1C(=O)C2C3C=CC(CC3)C2C1=O (configuration not stated) | i | 4 | -1 | -2 | -5 | -3 | 0 | -2 | 6
CC1=NN(C(C#N)c2ccc(F)cc2)C(C)(C)C1 (configuration not stated) | i | -1 | 3 | -8 | -1 | 3 | -6 | -2 | -9
CCN(CC)CCNC(=O)c1ccc(-n2c(C)cc3c2CCCC3=O)cc1 | i | -1 | 2 | 0 | 8 | 3 | 14 | -1 | -6
CCCOc1ccc(N2C(=O)CC(N3CCN(c4nc5ccccc5s4)CC3)C2=O)cc1 (configuration not stated) | i | -7 | 0 | 1 | 3 | 1 | 4 | -2 | -9
COc1ccc(CNc2ccc(-c3ccccc3OC)nn2)cc1 | i | 0 | -1 | -1 | 3 | 11 | 12 | -5 | 0
O=C(N/N=C/c1cn(Cc2ccccc2)c2ccccc12)c1cccnc1 | i | -1 | 3 | -4 | 7 | 3 | 1 | -4 | -3
O=C(N/N=C/c1cc(Br)c(O)c(Br)c1)c1cccnc1 | i | 0 | -2 | -4 | -6 | 1 | -7 | -4 | 0
